GCN5L2 inh: GCN5L2 (KAT2A) acetyltransferase inhibition | GCN5L2 HAT assay, ThioGlo1 CoA-SH fluorescence | Potency, µM (top dose mostly 58.9 µM), for the others: at the top dose activity change, negative = inhibition, actives largely listed as inhibitors | 390,000 compounds, 0.21% hits | AID 504327
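ThioGlo1-coupled HAT assay: 20nM GCN5L2, 70uM acetyl-CoA, 75uM H3(1-25) peptide, pH 7.5. Fluorescence read at 340/540nm at start and after 20 min at room temperature.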
FEN1 inhibitor: human FEN1 inhibition | AID 588795 | Potency, µM (highest dose often 114 µM), inactives show at the top dose activity change, negative = inhibition, actives largely listed as inhibitors | Recombinant FEN1 flap cleavage, fluorescence, 15 min | 390,000 compounds, 0.35% hits | P39748; note: nearly all actives have a fitted effect of over 65% in size
Target sequence (P39748 whole entry, looked up): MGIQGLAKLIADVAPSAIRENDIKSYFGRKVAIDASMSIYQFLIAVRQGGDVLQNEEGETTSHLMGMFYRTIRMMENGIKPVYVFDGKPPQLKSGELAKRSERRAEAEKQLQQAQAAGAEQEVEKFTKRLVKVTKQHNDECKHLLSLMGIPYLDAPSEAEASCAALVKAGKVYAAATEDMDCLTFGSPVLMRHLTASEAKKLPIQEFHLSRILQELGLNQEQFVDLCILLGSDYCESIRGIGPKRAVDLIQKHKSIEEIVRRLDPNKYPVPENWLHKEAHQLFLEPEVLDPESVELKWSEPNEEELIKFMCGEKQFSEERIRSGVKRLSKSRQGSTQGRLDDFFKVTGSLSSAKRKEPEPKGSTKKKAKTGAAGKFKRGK
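Reaction started by adding substrate (50 nM final) to 10 nM enzyme after 15 min room-temperature compound preincubation. Reads at 0 and 15 min, with data normalized and fitted to a four-parameter Hill equation.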
N370S GC: inhibitors or activators of N370S glucocerebrosidase for Gaucher disease | N370S GC spleen homogenate, 4MU-glucoside fluorescence | Potency, µM (series often up to 59.4 µM), for inactives: at the highest dose activity change, negative = inhibition, hits mostly inhibitors | 330,000 compounds, 0.092% hits | AID 2101;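 note: 0% = full enzyme activity and -100% = no enzyme basal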
Starred values were filed as active, the others as inactive; ? = inconclusive; . = no result given. Calls come from the whole dose curve; as a rule, active = well fitted curve in the direction sought with a large enough effect; inconclusive = small, poorly fitted or top-dose-only effect, or another doubt; inactive = no such curve, though single readings can be large; an effect the other way counts as inactive or inconclusive. Unless noted, % is set by controls: 0 for no effect and ±100 for the full control effect; potency is the fitted concentration of half-maximal effect.

Below each SMILES – GCN5L2 inh, FEN1 inhibitor, N370S GC
[1] Cc1ccc(NC(=O)C2CCN(S(=O)(=O)c3cccc4nsnc34)CC2)cc1F
→ 0%, -2%, .
[2] Cc1ccc(S(=O)(=O)c2nc(-c3ccco3)oc2NCC2CCCO2)cc1 (stereo not drawn)
→ 0%, -1%, 15%
[3] CCN(C(=O)c1ccc(Cl)c(S(=O)(=O)Nc2c(C)n(C)n(-c3ccccc3)c2=O)c1)c1ccccc1
→ 4%, -3%, .
[4] Cc1cc(Cl)ccc1OCCCC(=O)NC1CCN(C)CC1
→ -6%, 3%, -9%
[5] CCCCOc1ccc(CSCCNC(=S)Nc2ccccc2)cc1
→ -5%, -22%, 15%
[6] COc1ccc(/C=N/NC(=O)c2c(-c3ccccc3)noc2C)cc1[N+](=O)[O-]
→ -2%, -6%, -4%
[7] CN(CCc1ccccn1)C(=O)c1ccc(OC(F)(F)F)cc1
→ -2%, 20%, -2%
[8] CCOC(=O)CC(NCc1ccc(OC)c(OCC)c1)c1ccc(C)cc1 (stereo not drawn)
→ -14%, 6%, 4%
[9] O=C(O)CCc1ccc(-c2ccccc2)n1Cc1ccco1
→ -3%, 0%, -1%
[10] CCOC(=O)c1cccc(NC(=O)C2CCCN(S(=O)(=O)c3c(C)nn(C)c3C)C2)c1 (stereo not drawn)
→ -6%, 17%, 1%
[11] O=C(CN1CCN(Cc2ccc(Cl)cc2)CC1)N/N=C/c1ccccc1F
→ 1%, 3%, -9%
[12] Cc1ccc2cc(CN(Cc3ccco3)C(=O)c3ccccc3)c(=O)[nH]c2c1C
→ 0%, 1%, 14%
[13] COc1ccc(N(Cc2cc3ccc(C)cc3[nH]c2=O)C(=O)c2ccco2)cc1
→ -3%, -3%, 9%
[14] O=C(COC(=O)CN1C(=O)NC2(CCCC2)C1=O)NCc1ccc(Cl)cc1Cl
→ -2%, 1%, .
[15] C=CCOC(=O)C1=C(C)NC(SCC(=O)OCC)=C(C#N)C1c1ccc(C)cc1 (stereo not drawn)
→ -14%, -16%, 12%
[16] COc1ccccc1N1CCN(C(=O)C2CCN(S(=O)(=O)c3c(C)noc3/C=C/c3ccc(C)cc3)CC2)CC1
→ 1%, -16%, .
[17] Cc1ccc(-n2ncc3c2CC(C)(C)CC3NC(=O)CCCN2CCCCC2=O)cc1 (stereo not drawn)
→ ?, 20%, 2%
[18] NC(=O)c1cc2cc(Cc3ccccc3Cl)ccc2oc1=O
→ -19%, 3%, -3%
[19] N#Cc1cccc(S(=O)(=O)NCCOc2ccccc2F)c1
→ 0%, -10%, .
[20] Cc1cccc(NC(=O)CSc2nnc(-c3ccco3)c(-c3ccco3)n2)c1C
→ ?, ?, 9%
[21] Cc1cc(=O)[nH]c(-c2cccnc2)n1
→ 0%, 1%, -9%
[22] COc1ccc(CNC(=O)c2ccc(Cn3nc(C)cc3C)o2)cc1
→ 1%, 3%, -7%
[23] Nc1c(C(=O)Nc2ccccc2)sc2nc3c(c(-c4ccco4)c12)CCCC3
→ -19%, -4%, 10%
[24] COC(=O)c1ccc(OC(=O)c2ccncc2)cc1O
→ -14%, -7%, -4%
[25] CCCc1nnc2c(N(C)S(=O)(=O)c3ccccc3)nc3ccccc3n12
→ 1%, -3%, 6%
[26] CCOc1cc(NC(=S)NCC2CCCO2)c(OCC)cc1NC(=O)C1CC1 (stereo not drawn)
→ -4%, 3%, 9%
[27] Cc1c(Br)cc(C(=O)NCc2ccco2)c(C)c1C
→ -19%, 12%, -9%
[28] Cc1ccc(NC(=O)COC(=O)c2ccc(Cl)nc2)cc1S(=O)(=O)N1CCCCC1
→ -6%, -1%, .
[29] CC(C)C(C(=O)OCC(=O)c1ccccc1)N1C(=O)C2C3C=CC(C3)C2C1=O (stereo not drawn)
→ -7%, 10%, -1%
[30] Cc1nn(-c2ccc(N3CCCCC3)nn2)c(C)c1CCC(=O)Nc1ccc(F)c(F)c1
→ -4%, 3%, -6%
[31] Cc1cccc(C(=O)OC(C)C(=O)Nc2ccc(S(=O)(=O)Nc3ncccn3)cc2)c1C (stereo not drawn)
→ -6%, -10%, .
[32] CN(CC(=O)Nn1cnnc1)S(=O)(=O)c1ccccc1
→ -4%, -11%, 0%
[33] O=C(Nc1ccc2c(c1)OCCO2)c1ccc(Br)s1
→ -1%, -15%, 4%
[34] O=C(CC(=O)Nc1cccc(F)c1)Nc1cccc(F)c1
→ 1%, 25%, 11%
[35] O=C(NCc1ccc(Cl)cc1)C1(c2cccs2)CCOCC1
→ 1%, 19%, .
[36] Cc1onc(NC(=O)c2ccc(Cl)cc2Cl)c1Br
→ -5%, -6%, 3%
[37] CC(=O)Oc1ccc(C(=O)[C@H]2[C@H]3C(=O)N(c4ccc(C)cc4C)C(=O)[C@H]3[C@@H]3C=CC=NN32)cc1
→ -14%, -6%, -12%
[38] Cc1cc(C)nc(SCc2ccc([N+](=O)[O-])cc2)n1
→ -5%, -3%, -2%
[39] CCn1cc(CN2CCC(n3nccc3NC(=O)c3ccc(OC)cc3)CC2)cn1
→ 0%, 19%, -18%
[40] Nc1nc(Sc2ccc([N+](=O)[O-])cc2[N+](=O)[O-])n[nH]1
→ -7%, -15%, 14%

Arranged by number of heavy atoms (low to high): part of the list above.
Below each SMILES – GCN5L2 inh, FEN1 inhibitor, N370S GC
[27] Cc1c(Br)cc(C(=O)NCc2ccco2)c(C)c1C
→ -19%, 12%, -9%
[32] CN(CC(=O)Nn1cnnc1)S(=O)(=O)c1ccccc1
→ -4%, -11%, 0%
[29] CC(C)C(C(=O)OCC(=O)c1ccccc1)N1C(=O)C2C3C=CC(C3)C2C1=O (stereo not drawn)
→ -7%, 10%, -1%

Next structures:
Below each SMILES – GCN5L2 inh, FEN1 inhibitor, N370S GC
[41] O=C1CSC(c2ccccc2O)N1Cc1ccccc1 (stereo not drawn)
→ 4%, -1%, -19%
[42] NC(=O)c1c(NC(=O)CS(=O)(=O)c2ccc(Cl)cc2)sc2c1CCCC2
→ 1%, 2%, .
[43] O=C(CSc1nc2cc(C(=O)O)ccc2c(=O)n1-c1ccc(F)cc1)Nc1ccc(F)c(F)c1F
→ 25%, 10%, -12%
[44] CCOc1ccc(C(=O)OCc2cc(=O)n3nc(C4CCCCC4)sc3n2)cc1
→ -1%, -7%, .
[45] CCCCN(C(=O)CSc1nnc(-c2ccc(Cl)cc2)o1)c1c(N)n(CC(C)C)c(=O)[nH]c1=O
→ -4%, -12%, .
[46] Cc1nn(CCC(=O)NCc2ccc(Cl)cc2)c(=O)c2nn(-c3ccccc3)c(C)c12
→ -13%, 15%, .
[47] O=S(=O)(N/N=C/c1ccc2c(c1)OCCO2)c1ccc(Cl)cc1
→ 4%, 9%, -5%
[48] O=C(O)CCC(=O)NNc1nc(-c2ccccc2)c2cc(Cl)ccc2n1
→ -1%, -13%, 1%
[49] O=C(NCCCNCc1ccccc1)c1ccncc1
→ -2%, -12%, 9%
[50] O=C(N/N=C/c1ccc(F)cc1)c1c(O)c2ccccc2[nH]c1=O
→ 0%, 9%, 3%
[51] O=C(c1ccc(S(=O)(=O)N2CCC(c3nc4ccccc4s3)CC2)cc1)N1CCOCC1
→ -3%, 1%, -7%
[52] CCn1cc(C(=O)NCc2ccccc2OC)c(=O)c2cc(S(=O)(=O)N3CCCCCC3)ccc21
→ -10%, -3%, .
[53] O=C1C2CCCN2C(c2ccccc2F)N1c1ccc(Cl)cc1 (stereo not drawn)
→ -1%, -12%, 22%
[54] Cc1csc2c(SCC(=O)NNS(=O)(=O)c3cccc(C(F)(F)F)c3)ncnc12
→ 2%, -11%, -7%
[55] COc1cc(O)cc(O)c1C(=O)/C=C/c1ccccc1
→ 1%, 11%, 6%
[56] OC(CNCCCCNCC(O)C(F)(F)F)C(F)(F)F (stereo not drawn)
→ -2%, -8%, -16%
[57] COc1ccc(NC(=O)CNC(=O)c2nn(-c3ccc(OC)cc3OC)c(=O)c3ccccc23)c(OC)c1
→ 2%, -1%, 0%
[58] COc1ccccc1C(=O)NC(=O)COc1cc(Cl)ccc1Cl
→ -3%, 11%, -20%
[59] COc1ccc(Nc2ncccc2C(=O)Nc2ccccc2)cc1
→ -11%, -21%, 7%
[60] CCCCOc1nc2ccccc2nc1C(C#N)S(=O)(=O)c1ccccc1 (stereo not drawn)
→ -7%, -14%, -5%
[61] Cc1cccc(NC(=O)N(Cc2nc3ccccc3c(=O)[nH]2)C2CCCC2)c1
→ ?, -3%, -3%
[62] CC(=O)NC(CCS(C)(=O)=O)C(=O)Nc1ccccc1C (stereo not drawn)
→ -4%, -16%, 4%
[63] CCCC12CN3CC(C)(CN(C1)C3c1cn(C)c3ccccc13)C2=O (stereo not drawn)
→ -10%, -2%, .
[64] Cc1cccc(OCCN2C(=O)c3ccccc3C2=O)c1
→ -4%, 10%, 26%
[65] NC(=O)C1(N2CCCCC2)CCN(Cc2ccccc2Cl)CC1
→ -1%, -5%, -5%
[66] O=C(O)c1cc(S(=O)(=O)N2CCCCC2)sc1Cl
→ 0%, 1%, 17%
[67] COc1ccc(OC)c(S(=O)(=O)NC2CCN(Cc3ccccc3)CC2)c1
→ -5%, -11%, -3%
[68] OC(CN1C2=NCCCN2c2ccccc21)c1ccc(Cl)cc1 (stereo not drawn)
→ -5%, -4%, -1%
[69] Cc1ccc2c(c1)C(c1ccc(N3CCOCC3)cc1)=NNC(c1cccs1)=N2
→ -10%, 5%, -5%
[70] C(=C\c1ccccn1)/c1ccccn1
→ -3%, 6%, -2%
[71] CC(=O)N[C@H](CS)C(=O)O
→ 5%, ., 7%
[72] CC(C)Oc1cccc(C(=O)NC(=S)Nc2ccc3c4c(cccc24)CC3)c1
→ ?, -13%, 2%
[73] CC(=O)Nc1ccc(Oc2ncccn2)cc1
→ -11%, 1%, 0%
[74] CN(C)c1ccc(CNC(=O)c2cccn2-c2nnc(N3CCCCC3)s2)cc1
→ 16%, -10%, .
[75] Cc1ccc(Cc2cnc(NC(=O)C3Cc4ccc(C)cc4C(=O)O3)s2)cc1 (stereo not drawn)
→ -3%, 9%, .
[76] O=C(COc1cccc(NC(=O)c2ccco2)c1)c1ccc(F)cc1
→ 4%, 5%, 7%
[77] Cc1cc2cc(CNC(=O)c3ccc(S(=O)(=O)N(C)C)cc3)ccc2n1C
→ -14%, ?, 3%
[78] O=C(O)C1C(c2ccccc2)C(C(=O)Oc2ccccc2)C1c1ccccc1 (stereo not drawn)
→ 0%, -9%, .
[79] O=C(NNc1ccccc1[N+](=O)[O-])Nc1ccc(F)cc1
→ -8%, 6%, 8%
[80] C[C@H](NC(=O)c1ccccc1)C(=O)OCC(=O)Nc1sccc1C(N)=O
→ -2%, 11%, .
[81] O=C(Nc1ccc(F)cc1F)c1cccc2c1C(=O)N(C1CCCCC1)C2
→ -14%, 11%, .
[82] COC(=O)c1nc(NC(=O)c2ccccc2)n[nH]1
→ ?, 6%, 8%
[83] CCc1ccc2oc(-c3ccc(C)c(NC(=O)c4cc([N+](=O)[O-])ccc4N4CCOCC4)c3)nc2c1
→ -2%, 8%, .
[84] CC(=O)Nc1ccc(C(=O)OCc2ccc(Cl)c(Cl)c2)cc1
→ 1%, 4%, -1%
[85] CCN(CC)C(=O)C1CCCN(C(=O)c2cc(COc3cccc(OC)c3)on2)C1 (stereo not drawn)
→ -8%, 2%, -11%
[86] O=C(O)CC(Cc1ccc(Cl)cc1)C(=O)Nc1cc(Cl)ccc1Cl (stereo not drawn)
→ -4%, -13%, -5%
[87] CCOC(=O)c1c(NC(C)=O)c2c3c(sc2n1Cc1nc(-c2ccc(Cl)cc2)oc1C)CCCC3
→ -7%, -6%, .
[88] CCc1cccc2c(-c3ccc(F)cc3)nc(SCC(=O)Nc3ccccc3)nc12
→ -6%, 16%, .
[89] CCCSc1ncc(Cl)c(C(=O)Nc2sc3c(c2C(=O)NCCOC)CCCC3)n1
→ -1%, 12%, .
[90] NC(=O)COC(=O)CSc1cccc2cccc(Cl)c12
→ -7%, -12%, -7%

Entries shown so far containing a thiophene ring, fused or not (ten):
Below each SMILES – GCN5L2 inh, FEN1 inhibitor, N370S GC
[23] Nc1c(C(=O)Nc2ccccc2)sc2nc3c(c(-c4ccco4)c12)CCCC3
→ -19%, -4%, 10%
[33] O=C(Nc1ccc2c(c1)OCCO2)c1ccc(Br)s1
→ -1%, -15%, 4%
[35] O=C(NCc1ccc(Cl)cc1)C1(c2cccs2)CCOCC1
→ 1%, 19%, .
[42] NC(=O)c1c(NC(=O)CS(=O)(=O)c2ccc(Cl)cc2)sc2c1CCCC2
→ 1%, 2%, .
[54] Cc1csc2c(SCC(=O)NNS(=O)(=O)c3cccc(C(F)(F)F)c3)ncnc12
→ 2%, -11%, -7%
[66] O=C(O)c1cc(S(=O)(=O)N2CCCCC2)sc1Cl
→ 0%, 1%, 17%
[69] Cc1ccc2c(c1)C(c1ccc(N3CCOCC3)cc1)=NNC(c1cccs1)=N2
→ -10%, 5%, -5%
[80] C[C@H](NC(=O)c1ccccc1)C(=O)OCC(=O)Nc1sccc1C(N)=O
→ -2%, 11%, .
[87] CCOC(=O)c1c(NC(C)=O)c2c3c(sc2n1Cc1nc(-c2ccc(Cl)cc2)oc1C)CCCC3
→ -7%, -6%, .
[89] CCCSc1ncc(Cl)c(C(=O)Nc2sc3c(c2C(=O)NCCOC)CCCC3)n1
→ -1%, 12%, .
